Screens from PubChem.
CHRM5 agonist = agonists of human muscarinic M5 receptor (CHRM5) | P08912 | CHO-K1 hM5 cells, Fluo-8 calcium fluorescence; 0% DMSO wells, 100% maximal acetylcholine response | activation, % at 3 µM | 360,000 tested, 0.19% active | AID 624037;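 active = activation above the run's mean over test compounds plus 3 SD, cut at about 23% in these data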;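 also: signal is peak over basal fluorescence ratio across the kinetic read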
Target sequence (P08912 whole entry, looked up): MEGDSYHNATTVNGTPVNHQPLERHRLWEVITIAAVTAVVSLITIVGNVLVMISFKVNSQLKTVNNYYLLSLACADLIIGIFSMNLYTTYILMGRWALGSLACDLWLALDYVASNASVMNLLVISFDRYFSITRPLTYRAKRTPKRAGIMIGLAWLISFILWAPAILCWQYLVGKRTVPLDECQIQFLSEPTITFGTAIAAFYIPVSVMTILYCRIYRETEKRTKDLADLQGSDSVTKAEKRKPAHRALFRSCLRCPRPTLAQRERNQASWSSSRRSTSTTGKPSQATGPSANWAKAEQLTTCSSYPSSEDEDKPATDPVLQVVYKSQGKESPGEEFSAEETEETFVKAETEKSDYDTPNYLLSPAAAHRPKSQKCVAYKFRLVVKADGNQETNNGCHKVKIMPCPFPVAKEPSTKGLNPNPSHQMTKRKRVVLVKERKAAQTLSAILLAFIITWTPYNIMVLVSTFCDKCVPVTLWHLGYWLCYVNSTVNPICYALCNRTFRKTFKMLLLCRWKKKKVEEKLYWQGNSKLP
CRFBP-R2 block = antagonists of CRF-binding protein/CRF-R2 receptor complex; 350,000 tested, 0.59% active; AID 588475; HEK293 CRF-R2/CRF-BP, CRF-induced calcium fluorescence; inhibition, % at 11.8 µM;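 active = inhibition of the ligand-induced calcium signal above about 50% at the single tested concentration, limit read from the data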
CHRM5 PAM = positive allosteric modulators of human muscarinic M5 receptor; P08912; CHO-K1 hM5, Fluo-8 calcium, ACh EC20 PAM; 0% = ACh EC20, 100% = ACh EC100; activation, % at 3 µM; 360,000 tested, 0.3% active; AID 624038;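 active = activation above the run cutoff, the mean activation of all test compounds plus 3 SD, cut at about 18% in these data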
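System – CHO-K1 hM5 cells · Compound – 3 µM, single dose · Incubation – compound preincubation 140 s before EC20 acetylcholine addition · Technique – Fluo-8 calcium fluorescence · Measure – Max/basal fluorescence ratio as % of EC20–EC100 ACh window · Benchmarks – low control EC20 acetylcholine (0%), high control EC100 acetylcholine (100%) · Replication – singlicate, one well per test compound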
TAAR1 agonist = human TAAR1 agonism; 360,000 tested, 0.99% active; AID 624467; CHO RD-HGA16 TAAR1, Fluo-8 calcium fluorescence; vehicle wells 0%, saturating PEA agonist 100%; Q96RJ0; activation, % at 3 µM;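 active = activation above the mean activation of all test compounds in the run plus 3 SD, cut at about 38% in these data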
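System: CHO-derived RD-HGA16 cells with stable Gα16 and human TAAR1 / Times: 17-24 h plating, Fluo-8 75 min 37 °C, 30 min RT / Technique: calcium-sensitive Fluo-8 signal, excitation 470-495, emission 515-575 nm / Measure: % activation relative to PEA EC100 response / Benchmarks: DMSO and PEA EC100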
TAAR1 antagonist = human TAAR1 antagonism. Q96RJ0. 360,000 tested, 1.5% active. CHO RD-HGA16 TAAR1, Fluo-8 calcium fluorescence, antagonist. AID 624466. inhibition, % at 3 µM;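 active = inhibition above a per-plate cutoff, the mean inhibition of test compounds on that plate plus 3 SD, cut at about 49% in these data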;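 also: 0% = DMSO plus EC80 beta-PEA response and 100% = DMSO alone without agonist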
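System: RD-HGA16 CHO cells with stable hTAAR1 and Gα16 | Probe or stimulus: EC80 β-phenethylamine stimulus | Dosing: 3 µM, single point | Times: Dye loading 75 min at 37 °C, then 30 min room temperature | Measured by: Fluo-8 calcium-sensitive fluorescence | Read-out basis: % inhibition of agonist calcium response | Replicates: n of 1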
CRFBP-R2 agonist = CRF-BP/CRF-R2 complex agonism | HEK293 CRF-R2/CRF-BP, calcium dye fluorescence (FLIPR); percent of saturating CRF peptide response | AID 588473 | activation, % at 13.2 µM | 350,000 tested, 0.46% active;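 active = activation of at least 50%, plus an integration ratio under a set limit after plate pattern correction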;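 also: plate controls were neutral control wells without compound for no effect and CRF at EC100 for full effect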
M5 antag = CHRM5 antagonism in calcium assay. CHO-hM5 cells, Fluo-8 calcium fluorescence, ACh EC80. AID 624040. inhibition, % at 3 µM. 360,000 tested, 0.59% active. P08912;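 active = inhibition above a per-plate cutoff, the mean of that plate's test compounds plus 3 SD, cut at about 27% in these data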;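 also: 0% = acetylcholine EC80 with DMSO and 100% = DMSO without agonist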
CHO-K1 Ca PAM = counter-screen for M1 PAMs: effect in parental CHO-K1 cells | 360,000 tested, 0.02% active | AID 602247 | activation, % at 3 µM | ATP EC20, Fluo-8 calcium fluorescence; 0% at ATP EC20, 100% at ATP max;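 active = activation above the run cutoff, the mean activation of all test compounds plus 3 SD, cut at about 40% in these data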;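 also: peak over basal fluorescence ratio in a 140 s read after ATP addition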
CHRM4 PAM = CHRM4 positive allosteric modulation | activation, % at 3 µM | CHO-K1 hM4/Gqi5, Fluo-8 calcium fluorescence, ACh EC20; 0% = ACh EC20, 100% = maximal ACh | 360,000 tested, 0.4% active | P08173;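 active = activation above its plate's cutoff, the mean activation of sample wells plus 3 SD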; also: some results filed as inactive read as strong as hits
Target sequence (P08173 whole entry, looked up): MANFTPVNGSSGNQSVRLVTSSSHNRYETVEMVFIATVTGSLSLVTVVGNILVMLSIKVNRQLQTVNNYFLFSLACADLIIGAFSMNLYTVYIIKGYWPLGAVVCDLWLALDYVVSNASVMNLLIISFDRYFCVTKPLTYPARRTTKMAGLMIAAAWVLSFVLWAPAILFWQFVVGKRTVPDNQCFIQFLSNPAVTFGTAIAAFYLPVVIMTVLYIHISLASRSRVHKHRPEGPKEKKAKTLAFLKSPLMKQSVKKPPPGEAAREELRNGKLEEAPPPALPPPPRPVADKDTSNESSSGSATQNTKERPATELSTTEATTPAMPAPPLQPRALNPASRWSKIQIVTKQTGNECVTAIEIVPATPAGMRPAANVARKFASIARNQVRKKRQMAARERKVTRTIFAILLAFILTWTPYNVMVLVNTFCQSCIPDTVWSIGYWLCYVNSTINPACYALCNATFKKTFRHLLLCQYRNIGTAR
The depositor's hits bear a star; · = no result given.

SMILES | CHRM5 agonist | CRFBP-R2 block | CHRM5 PAM | TAAR1 agonist | TAAR1 antagonist | CRFBP-R2 agonist | M5 antag | CHO-K1 Ca PAM | CHRM4 PAM
Cc1cc(NC(=O)CS(=O)(=O)Cc2ccccc2)no1 | -2 | 15 | 4 | 1 | 3 | 0.4 | -1 | -1 | 3
Cc1cccc(Cn2cc(/C=C/[N+](=O)[O-])c3ccccc32)c1 | -3 | 5 | 8 | 5 | 1 | 0.8 | 14 | 12 | -4
CC(C)CC(=O)Nc1cccc(NC(=O)c2ccccc2Cl)c1 | 0 | -19 | 1 | 1 | -1 | 0.5 | 6 | 26 | -2
COc1ccc(Cc2nn3c(-c4ccccc4Br)nnc3s2)cc1 | 2 | 0 | -5 | 9 | 3 | -2.1 | -8 | 5 | 6
CC(=O)c1ccc(NC(=O)Cc2cccs2)cc1 | 2 | -4 | 0 | 3 | 5 | 0.2 | 3 | 15 | -1
C[C@H](NC(=O)c1ncn2c1C(=O)N[C@@H](C)C2)c1ccccc1 | 2 | -7 | 1 | 2 | 2 | 2.7 | -8 | 22 | 9
O=C(Nc1ccc(Cl)cc1)Nc1ccc(Oc2cccnc2)nc1 | 7 | -4 | -19 | 35 | -2 | 1.9 | 14 | -4 | -28
COc1ccc(NC(=O)c2oc3ccccc3c2CSC)cc1S(=O)(=O)N1CCOCC1 | 6 | -7 | -1 | 1 | 2 | -0.6 | 4 | 0 | 5
COc1ccc(OC)c(S(=O)(=O)N2CCN(C(=O)c3ccco3)CC2)c1 | 2 | 7 | 0 | 3 | -11 | -0.6 | 3 | 0 | -3
O=C(COC(=O)/C=C/c1ccc([N+](=O)[O-])cc1)NCc1ccc2c(c1)OCO2 | 4 | 3 | 0 | 0 | -24 | -0.2 | -6 | 2 | 11
CC(Oc1ccc2ccc(=O)oc2c1)C(=O)NCCCn1ccnc1 (stereo not drawn) | -2 | 2 | -4 | 3 | -12 | 0.1 | 0 | 8 | 0
COc1ccc(S(=O)(=O)NNC(=O)C2CC(c3cccnc3)=NO2)cc1 (stereo not drawn) | 1 | -14 | 1 | 3 | -8 | 1.1 | -14 | 20 | 4
COc1cc(/C=N/Nc2nc(C)cc(=O)[nH]2)ccc1O | -2 | 1 | -2 | 1 | -4 | -0.8 | 4 | -2 | 0
O=Cc1ccccc1Oc1ccccc1 | 2 | -16 | 4 | 1 | -14 | 0.4 | -1 | 12 | 1
Cc1cc(NC(=O)Nc2cc(F)ccc2C)n(C)n1 | -4 | 11 | -2 | · | · | -0.7 | 5 | -8 | 2
Cc1ccc(C(=O)Nc2ccc(Cl)cn2)cc1 | 0 | -25 | 5 | 4 | -13 | -0.9 | -5 | 38 | 10
CCN(CC(=O)Nc1ccc2c(c1)OCCO2)C(=O)CC(NC(C)=O)c1ccccc1 (stereo not drawn) | 0 | 5 | 0 | 0 | -8 | 1.2 | -1 | -11 | 8
COc1ccc(/C=N/NC(=O)c2cccnc2)cc1CN1CCc2cc(OC)c(OC)cc2C1C (stereo not drawn) | -2 | -3 | 0 | 0 | 14 | -2.7 | 2 | 14 | 0
COc1ccc2oc(C(=O)Nc3ccc(S(=O)(=O)N(C)C4CCN(C)CC4)cc3)c(C)c2c1 | -3 | 2 | 5 | 12 | 6 | 1.8 | -3 | -27 | -5
CN1C(=S)SC(C)(NO)C1(C)C (stereo not drawn) | 3 | 1 | 0 | · | · | -0.5 | 0 | 12 | 21
CN(C)S(=O)(=O)c1ccc(C(=O)OCC(=O)NC(=O)NC2CCCC2)cc1 | 9 | -4 | 4 | 3 | 7 | -0.7 | -3 | -7 | 0
CCC(CO)NCc1ccc(-c2ccccc2)cc1 (stereo not drawn) | 1 | -40 | -2 | 5 | -1 | -0.1 | 1 | 15 | -6
O=c1[nH]c(SCc2ccc(Cl)cc2)nc2ccsc12 | · | 18 | · | 8 | 9 | -2.4 | · | · | ·
CSc1ccc(Cl)c(C(=O)NCCOc2ccccc2)c1 | -3 | 37 | -7 | 2 | -2 | -5.3 | 2 | 0 | -1
OCC[C@H]1C[C@@H](O)[C@H](O)[C@]2(CCc3ccccc3O2)O1 | 2 | 4 | 6 | 5 | -19 | -2.7 | 13 | 8 | -2
Cc1cc(C)nc(Nc2n[nH]c(-c3cccc4ccccc34)n2)n1 | -2 | 12 | 2 | 1 | 16 | -0.3 | -9 | 18 | 3
COC(=O)C1CSC(C)(C)C(=O)N1 (stereo not drawn) | -1 | 25 | 4 | 2 | 24 | 5.3 | 7 | 15 | 5
CCOC(=O)C1CCCN(S(=O)(=O)CCNC(=O)c2cccc(OC)c2)C1 (stereo not drawn) | -2 | -3 | 3 | 3 | -20 | 0.2 | 1 | 7 | -1
COc1cc(CNc2ccc(O)cc2)cc(Br)c1OCc1ccccc1 | -9 | 15 | 2 | 0 | 17 | 0.1 | 9 | 12 | 10
Fc1cccc(CCN2CCNC[C@@H]2c2ccccc2)c1 | -8 | -7 | -4 | 25 | 9 | -1.4 | 9 | 15 | 11
OC(CNCCc1ccc(Cl)cc1Cl)COc1ccccc1 (stereo not drawn) | -2 | -26 | -5 | 86* | 53* | 3.9 | 6 | 9 | -7
O=C(CCC(=O)c1ccc(F)cc1)Nc1ccccc1Cl | -3 | 3 | 6 | 3 | 3 | -2.2 | -10 | 12 | -2
CCOc1ccc(/C=C2\SC(=S)N(Nc3ccccc3)C2=O)cc1OC | 1 | -11 | 1 | 3 | -8 | 6.3 | -6 | 20 | 10
Cc1ccc(S(=O)(=O)C2(C(=O)NCCc3ccccc3)CC2)cc1 | -3 | 5 | 0 | 50* | 2 | -3.1 | 8 | 14 | -2
Cc1noc(C)c1CN1C(=O)NC2(CCCCCCC2)C1=O | -1 | -23 | 3 | 16 | 16 | 1.7 | -5 | 0 | 0
C/C(=N/NS(=O)(=O)c1cccc([N+](=O)[O-])c1)c1c[nH]c2ccccc12 | -3 | 10 | 1 | 1 | 9 | 2.4 | -5 | -9 | -2

An excerpt from above in order of molar mass, smallest number first.
SMILES | CHRM5 agonist | CRFBP-R2 block | CHRM5 PAM | TAAR1 agonist | TAAR1 antagonist | CRFBP-R2 agonist | M5 antag | CHO-K1 Ca PAM | CHRM4 PAM
OCC[C@H]1C[C@@H](O)[C@H](O)[C@]2(CCc3ccccc3O2)O1 | 2 | 4 | 6 | 5 | -19 | -2.7 | 13 | 8 | -2
Cc1cc(C)nc(Nc2n[nH]c(-c3cccc4ccccc34)n2)n1 | -2 | 12 | 2 | 1 | 16 | -0.3 | -9 | 18 | 3
Cc1ccc(S(=O)(=O)C2(C(=O)NCCc3ccccc3)CC2)cc1 | -3 | 5 | 0 | 50* | 2 | -3.1 | 8 | 14 | -2

Next results:
SMILES | CHRM5 agonist | CRFBP-R2 block | CHRM5 PAM | TAAR1 agonist | TAAR1 antagonist | CRFBP-R2 agonist | M5 antag | CHO-K1 Ca PAM | CHRM4 PAM
CS(=O)(=O)c1ccc2nnn(OCC(=O)Nc3cccc(C#N)c3)c2c1 | 0 | 12 | -9 | 1 | -1 | 2.8 | 14 | 16 | -10
Cc1cc(NC(=O)c2cncc(Br)c2)ccc1NC(=O)c1cc2ccccc2o1 | -4 | 33 | -2 | 16 | 18 | -1.7 | 6 | 13 | -2
Cc1[nH]c2ccccc2c1-c1csc(NC(=O)CN2CCOCC2)n1 | 0 | 18 | -2 | 2 | 6 | 0.1 | 2 | 6 | 2
CCc1cccc(NC(=O)COC(=O)C2CCN(c3ccc(C(F)(F)F)cn3)CC2)c1 | -2 | 2 | -11 | 2 | 7 | 5.9 | 17 | 19 | -2
c1ccc(CN2CCC(=NNc3nc4ccccc4[nH]3)CC2)cc1 | -4 | -5 | -2 | 4 | -3 | -2.0 | 3 | -12 | 3
COc1ccc(CNC(N)=O)cc1OC | -3 | 5 | 6 | 0 | -4 | -1.0 | 1 | -7 | 11
CCOC(=O)C1=C(COC(=O)CCCOc2ccccc2)NC(=O)NC1C (stereo not drawn) | 3 | 7 | -1 | 2 | 2 | -0.6 | -5 | 5 | 0
Cc1ccc(CCNC(=O)c2cc(S(=O)(=O)N3CCCCC3)c[nH]2)cc1 | 8 | -10 | -5 | 15 | 2 | 0.5 | -3 | -13 | 0
CCC(C)(C)n1nnnc1CN1CCN(c2nc3ccc(C)cc3cc2C#N)CC1 | -3 | 11 | 3 | 0 | 14 | 0.8 | 2 | 11 | 5
CCOC(=O)c1cn2nc(Oc3ccccc3)ccc2n1 | 3 | 2 | -4 | 2 | -43 | -1.6 | 8 | 20 | -4
Cc1ccc(S(=O)(=O)c2c(N)n(CCN3CCOCC3)c3nc4ccccc4nc23)cc1C | -5 | -16 | -8 | 8 | -4 | -0.6 | 7 | -3 | -8
O=c1[nH][nH]cc1C=Nc1ccccc1O | 1 | -7 | 2 | 2 | 6 | -0.5 | -3 | -5 | -1
CCN1CCCC1CNS(=O)(=O)c1ccc(C(=O)Nc2ccccc2)cc1 (stereo not drawn) | -4 | 10 | 0 | 6 | 2 | 1.9 | -8 | 7 | 9
O=c1cnnc(Nc2ccccc2F)[nH]1 | 2 | -13 | 7 | 20 | 1 | 0.8 | 6 | 7 | -2
COc1ccccc1Nc1nc(N)nc(CN2CCCCCC2)n1 | -2 | 14 | 3 | -1 | 9 | 0.1 | -11 | 7 | 2
Cc1ccc(C)c(NC(=O)CSc2nnc(-c3n[nH]c4ccccc34)o2)c1 | 1 | -9 | -5 | 6 | 14 | -0.6 | 4 | 22 | 0
CC(=O)/C(=C\Nc1ccc(OCc2ccccc2)cc1)c1ccccc1 | -4 | -19 | -6 | 1 | 43 | 26 | 10 | 7 | -8
COc1ccc(-c2sc3ccc(N4CCOCC4)cc3c2C#CC2(O)CCCCC2)cc1 | -1 | -11 | -7 | 2 | 30 | -1.3 | 14 | 10 | 0
O=C(CCCn1c(=O)c2cccn2c2cccnc21)NCCc1ccc(Cl)cc1 | -1 | 37 | -1 | 5 | -14 | -4.1 | -4 | 16 | 6
O=C(CN1C(=O)C(=O)N(C2CCCC2)C1=O)NCCc1ccc(Cl)cc1Cl | 3 | 7 | 3 | 5 | 17 | -0.6 | -7 | 17 | 9
Cn1c(SCc2cccnc2)nnc1-c1c[nH]c2ccccc12 | 3 | 31 | 1 | 2 | -22 | -1.3 | 0 | -8 | -3
CCCC(=O)NC1=C(C#N)C2(CCCCC2)Cc2ccccc21 | -4 | 5 | -4 | 4 | 10 | -0.9 | -6 | 2 | 0
CCn1cnc2sc(C(=O)Nc3ccccc3OC)c(C)c2c1=O | -3 | 0 | -5 | 2 | -4 | 1.7 | 16 | -8 | -11
S=C(Nc1ccccn1)NC1CCCC1 | -4 | -8 | -5 | 0 | 2 | -0.1 | 5 | -11 | -2
CS(=O)(=O)Nc1cccc(C2=NN(C(=O)c3ccc(F)cc3)C(c3cccs3)C2)c1 (stereo not drawn) | 2 | -8 | -9 | 7 | -2 | 2.8 | 16 | -16 | -15
